CHO-K1 Ca ag – M1 agonist counterscreen hit in parental CHO-K1 cells; activation, % at 3 µM; Fluo-8 calcium fluorescence; scaled to maximal ATP response, vehicle zero; AID 602248; 360,000 tested, 0.48% active; in the data active = activation above about 15%;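 note: untransfected CHO-K1 host cells lacking M1 receptor as counterscreen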
OXTR potentiate – potentiators of human oxytocin receptor | P30559 | CHO-OTR cells, Fluo-8 calcium fluorescence, potentiator mode; 0% = oxytocin EC15, 100% = EC100 | activation, % at 3 µM | 320,000 tested, 0.061% active | AID 2445;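 active = activation above that plate's cutoff, the mean activation of tested compounds plus 3 SD, cut at about 6.6% in these data, passing the limit was not always enough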;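 note: 100% uses oxytocin at 75 nM as the full agonist control; some results filed as inactive read as strong as hits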
Target sequence (P30559 whole entry, looked up): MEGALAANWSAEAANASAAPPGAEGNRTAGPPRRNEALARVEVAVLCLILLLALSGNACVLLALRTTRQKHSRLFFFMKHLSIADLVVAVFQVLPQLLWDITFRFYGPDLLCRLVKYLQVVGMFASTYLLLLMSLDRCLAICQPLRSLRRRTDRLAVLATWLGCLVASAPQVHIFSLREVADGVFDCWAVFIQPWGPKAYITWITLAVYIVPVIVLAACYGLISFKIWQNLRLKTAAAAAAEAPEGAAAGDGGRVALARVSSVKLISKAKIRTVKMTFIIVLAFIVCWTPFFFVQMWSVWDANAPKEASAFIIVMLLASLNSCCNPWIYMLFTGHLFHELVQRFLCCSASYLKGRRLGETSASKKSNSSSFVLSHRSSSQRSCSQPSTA
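Assay system: CHO cell line stably expressing human OTR | Also added: Oxytocin at about EC15, sub-maximal agonist stimulus | Times: Compound 6 min at room temperature before oxytocin, 100 s read | Measured by: Fluo-8 intracellular calcium fluorescence, ex 470-495, em 515-575 nm | Controls: EC15 oxytocin alone as 0%, 75 nM oxytocin as 100%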
M1 antag – antagonists of human M1 muscarinic receptor. P11229. CHO-K1 hM1, Fluo-8 calcium fluorescence, ACh EC80 antagonist. inhibition, % at 3 µM. 360,000 tested, 1.3% active. AID 588852;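 active = percent inhibition above its own plate's cutoff, namely the mean of that plate's compound wells plus 3 SD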;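 note: peak over basal fluorescence ratio during 140 s after agonist addition; 0% = ACh EC80 plus DMSO and 100% = DMSO alone without agonist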
CHRM4 antagonist – antagonists of human muscarinic M4 receptor (CHRM4); 360,000 tested, 0.73% active; inhibition, % at 3 µM; CHO-hM4 cells, ACh EC80, Fluo-8 calcium fluorescence; P08173;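 active = inhibition above its plate's cutoff, the mean inhibition of sample wells plus 3 SD, cut at about 27% in these data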;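 note: 0% = acetylcholine EC80 with DMSO and 100% = DMSO without agonist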
Target sequence (P08173 whole entry, looked up): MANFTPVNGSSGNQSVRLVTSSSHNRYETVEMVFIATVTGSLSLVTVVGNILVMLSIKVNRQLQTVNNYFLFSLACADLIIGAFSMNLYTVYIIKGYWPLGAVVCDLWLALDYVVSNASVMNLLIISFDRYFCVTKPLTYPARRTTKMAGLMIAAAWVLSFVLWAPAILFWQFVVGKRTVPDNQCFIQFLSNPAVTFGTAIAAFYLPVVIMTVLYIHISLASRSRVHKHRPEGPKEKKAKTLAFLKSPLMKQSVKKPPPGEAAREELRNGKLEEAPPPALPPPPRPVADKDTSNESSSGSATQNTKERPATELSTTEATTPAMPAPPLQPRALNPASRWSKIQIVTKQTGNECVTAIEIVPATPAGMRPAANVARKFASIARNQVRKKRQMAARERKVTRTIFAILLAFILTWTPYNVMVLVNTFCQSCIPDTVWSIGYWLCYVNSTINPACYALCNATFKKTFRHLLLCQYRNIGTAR
CHO-K1 Ca antag – counter-screen for M1 antagonists: effect in parental CHO-K1 cells; 360,000 tested, 0.6% active; ATP-induced calcium, Fluo-8 fluorescence; AID 602250; inhibition, % at 3 µM;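 active = inhibition above a per-plate cutoff, the plate's mean sample inhibition plus 3 SD, cut at about 24% in these data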;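 note: 0% = DMSO plus EC80 ATP and 100% = DMSO alone without ATP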
M1 ag – human M1 muscarinic receptor agonism; P11229; CHO-K1 hM1, Fluo-8 calcium fluorescence, agonist mode; 0% DMSO, 100% acetylcholine EC100; activation, % at 3 µM; 360,000 tested, 0.33% active; AID 588814;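 active = activation above the run's mean compound activation plus 3 SD, cut at about 16% in these data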;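 note: peak over basal fluorescence ratio within a 140 s kinetic read after compound addition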
CHO parental Ca – signal in parental CHO cells, OX1R antagonist counter-screen; parental CHO-K1, ATP-induced calcium, Fluo-8 fluorescence; inhibition, % at 5.6 µM; 330,000 tested, 0.63% active;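 active = inhibition above that plate's mean sample inhibition plus 3 SD, cut at about 26% in these data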;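 note: 0% = ATP-challenged DMSO wells and 100% = DMSO wells without ATP; some compounds past the cut are filed as inactive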
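Assay system – parental CHO cells · Reagent – ATP stimulus · Detection – intracellular calcium via Fluo-8 no-wash fluorescent dye · Evaluation – percent inhibition of ATP-evoked calcium rise, normalized to controls · Controls – ATP wells versus no-ATP DMSO wells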
M1 PAM – potentiates human M1 receptor response to acetylcholine | 360,000 tested, 0.088% active | AID 588819 | activation, % at 3 µM | CHO-K1 hM1, Fluo-8 calcium fluorescence, ACh EC20; 0% = ACh EC20, 100% = maximal ACh | P11229; in the data active = activation above about 19%, passing the limit was not always enough
M4 ag – CHRM4 agonism in calcium assay | P08173 | CHO-K1 hM4/Gqi5, Fluo-8 calcium fluorescence; vehicle 0%, full acetylcholine response 100% | activation, % at 3 µM | 360,000 tested, 0.14% active;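 active = activation above the run mean over all test wells plus 3 SD, cut at about 32% in these data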;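 note: peak over basal fluorescence ratio per well then scaled between controls; 0% = DMSO wells and 100% = acetylcholine at EC100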
Active calls of the source: *; / = not tested or not shown.

Values run as follows: CHO-K1 Ca ag, OXTR potentiate, M1 antag, CHRM4 antagonist, CHO-K1 Ca antag, M1 ag, CHO parental Ca, M1 PAM, M4 ag
CCOC(=O)c1c(/N=C/N(C)C)sc(/C=N/Nc2ccccc2)c1-c1ccc(Cl)cc1
  0.0, -11, 5, 0, 4, -7, -12, -8, 1
Cc1ccc(Cl)cc1NC(=O)CCC(=O)NCc1ccco1
  0.2, -3, -15, -4, 0, -4, -13, 7, 0
COc1ccc(C(=O)NC2CCCc3c2cnn3-c2ccccc2F)cc1OC (stereo not drawn)
  14, -10, 10, -5, -7, 4, 12, -8, 14
CC(=O)NC(NC(=S)Nc1ccc(S(N)(=O)=O)cc1)C(Cl)(Cl)Cl (stereo not drawn)
  0.6, -3, -7, 10, -13, -2, 11, 6, 1
COc1ccc(NS(=O)(=O)c2c(C(=O)N3CCCCCC3)c(C)n(C)c2C)cc1OC
  0.5, -2, -13, -10, -6, -2, -25, 17, -1
CN(C(=O)c1ccc(NC(=O)Cc2cccc([N+](=O)[O-])c2)cc1)C1CCCC1
  2.3, -5, 13, -2, 1, -7, 2, -7, 13
O=C(O)CC(C(=O)O)C(=Cc1ccccc1)c1ccccc1 (stereo not drawn)
  0.1, /, -2, -4, -5, 0, /, -1, 1
CCCS(=O)(=O)NC(=O)C1(C)CCCN(C(=O)c2cccc(C(F)(F)F)c2)C1 (stereo not drawn)
  0.8, /, -5, -5, -9, -3, /, 5, 1
COc1ccc(C2CC(c3cccs3)=NN2S(C)(=O)=O)cc1OC (stereo not drawn)
  0.9, 1, 0, -8, -10, -4, -3, 3, 0
O=C(NCCCO)/C(=C\c1cn(-c2ccccc2)nc1-c1cccnc1)NC(=O)c1ccccc1
  0.1, -6, -5, -6, 5, -1, -3, 11, 3
Cn1c(=O)c2cc(NC(=O)NCc3ccc(F)cc3)ccc2n1C
  0.3, /, -8, -1, -8, -5, /, 2, 0
COCCn1c(=S)[nH]c2cc(C(=O)NCCc3ccc(OC)c(OC)c3)ccc2c1=O
  0.3, 3, -6, -4, -4, -4, 0, 5, 1
CCCN(S(=O)(=O)c1ccc(OCC)cc1)S(=O)(=O)c1cccs1
  0.4, -27, 8, 0, -5, -4, 7, -6, 2
COc1ccccc1NC(=O)COC(=O)CCn1c(C)csc1=O
  2.7, -4, -11, -3, -2, -2, -11, 7, 1
CC1CCC(NC(=O)C2CCN(c3cnccn3)CC2)CC1 (stereo not drawn)
  0.8, 0, -12, 6, -6, -4, -4, 13, 1

Some values from the results shown.
`CC(=O)NC(NC(=S)Nc1ccc(S(N)(=O)=O)cc1)C(Cl)(Cl)Cl` (stereo not drawn) in M1 PAM is listed with 6
`O=C(O)CC(C(=O)O)C(=Cc1ccccc1)c1ccccc1` (stereo not drawn) in M1 antag is listed with -2

More records follow:
Values run as follows: CHO-K1 Ca ag, OXTR potentiate, M1 antag, CHRM4 antagonist, CHO-K1 Ca antag, M1 ag, CHO parental Ca, M1 PAM, M4 ag
CCCNC(=O)NC(=O)COc1ccc(-c2ccc(C#N)cc2)cc1
  3.9, -19, -4, 3, -11, 2, 16, 17, 3
O=C(O)CN1C(=O)/C(=C\c2ccccc2OCc2ccc(Cl)cc2Cl)SC1=S
  -0.3, 0, -10, 7, 11, -5, -15, 5, -1
CCCc1cc(Nc2c(C)n(C)n(-c3ccccc3)c2=O)n2c(nc3ccccc32)c1C#N
  0.8, -4, -4, -15, -5, -6, -15, 2, 0
Cc1cc(C)cc(OCC(=O)Nc2cnn(CCCC(=O)O)c2)c1
  0.7, -2, -10, -9, -5, -2, -10, 6, 1
CC(=O)c1cccc(NC(=O)COc2ccc(S(=O)(=O)N3CCCCC3)cc2)c1
  8.3, -14, -12, 6, -10, 2, -15, -1, 14
C/C=C\C=C\C(=O)N1CC2(CC(c3cccc(NC(=O)COc4ccc(Cl)cc4)c3)=NO2)C[C@H]1C(N)=O (stereo partly drawn)
  -0.4, -8, 1, -3, -7, -6, -6, 1, 1
O=C1CN(N=Cc2ccco2)C(=O)N1
  0.8, /, -9, -5, -13, 1, /, 6, 2
Cc1ccc(S(=O)(=O)N(C)CCCC(=O)NCc2ccc3c(c2)OCO3)cc1
  1.9, -3, -1, -3, -16, -1, -7, -2, 2
Cc1csc(=O)n1CCC(=O)OCC(=O)Nc1ccc(F)c(F)c1F
  1.2, -5, -27, -16, -1, 1, 5, 8, 1
CCc1ccc(/C=C2/C(=O)N(CC)C(=S)N2C)s1
  -0.3, -1, -1, -5, -3, -11, -7, -7, -1
O=C1CC(c2ccccc2)Sc2nc3ccccc3n21 (stereo not drawn)
  0.5, -4, -7, -8, -11, -4, 5, 3, 1
CCCn1nc(C(=O)Nc2ccc3c(c2)OCO3)c2ccccc2c1=O
  0.4, 5, -22, -17, -14, -3, -29, 19, 3
NC(=O)c1ncn([C@@H]2O[C@H](CNCc3ccc(OCC(=O)Nc4nccs4)cc3)[C@@H](O)[C@H]2O)n1
  0.5, /, -5, -2, -9, -5, /, -1, -1
COCCCNC(=O)CN(c1cccc(Cl)c1)S(C)(=O)=O
  0.0, -16, -9, -3, -1, -4, 17, 7, 1
COCCCNC(=S)N(Cc1ccccc1)Cc1ccc(F)cc1
  0.6, -3, -9, -2, 0, -13, -27, 14, 0
Cn1cc(C(=O)N2CCc3ccccc32)cn1
  -0.4, 1, -12, -5, -16, -3, -7, 9, 0
COCCCNC(=O)C1CCN(c2nc(C)cc(C)n2)CC1
  0.5, -1, -6, 14, -17, -5, -7, 5, 0
O=C(Nc1nc2c(Cl)cccc2s1)c1ccc(Br)o1
  2.7, -7, 10, -1, -33, -1, -25, -8, 18
CCC(CC)C(=O)OCC(=O)Nc1ccc(S(=O)(=O)N2CCOCC2)cc1OC
  1.9, -13, -3, -16, 0, -6, -8, 2, 4
Fc1ccc(CSc2nncn2NCc2ccc3c(c2)OCO3)cc1
  0.8, -10, -15, 9, 2, -3, -8, 3, 2
Nn1c(SCc2nc3ccccc3[nH]2)nnc1-c1cccnc1
  0.4, 8, -4, 10, -1, -4, 2, 11, 0
O=C(NN1C(=O)/C(=C/C=C/c2ccco2)SC1=S)c1ccccc1O
  0.9, -16, -11, 5, -5, -1, 4, 1, 0
O=C(NC(=O)N1CCOCC1)c1ccccc1
  0.0, 0, 1, 11, -3, -5, -4, 3, 1
COc1ccc(OC)c(C(C[N+](=O)[O-])c2c(C)cc3ccccn23)c1 (stereo not drawn)
  1.1, -6, -2, 1, 8, 3, -17, 10, 1
CSc1sc(C(=O)NN)c2c1C(O)CCC2 (stereo not drawn)
  0.7, -15, 5, 5, 3, -3, -17, -3, 7
CCCC(=O)Nc1cc(=O)[nH]c2ncnn12
  0.8, -3, -8, 6, -10, -4, 8, 11, 0
O=C(O)c1cccc(Cl)n1
  0.2, -4, -17, -11, -10, -1, -4, 19, 0
Cc1cc(OCCN2CCOCC2)nc2ccccc12
  0.3, -4, -3, 0, -7, -4, -3, 7, 1
COc1cc(NC(=O)COC(=O)c2n[nH]c3ccccc23)c(C)cc1[N+](=O)[O-]
  4.9, -11, 2, -5, -6, -4, -5, -4, 8
Cc1cc(C)c(S(=O)(=O)N2C=CC(C(F)(F)F)=NCC2)c(C)c1
  0.4, -6, -6, -5, -7, -1, 6, 9, 1
CSc1nnc(C)c(=O)n1COC(=O)c1ccccc1
  0.4, -2, 0, -6, -3, -4, -14, 0, 0
COc1cc(C(=S)N2CCCC2)ccc1OCc1ccccc1
  0.6, -5, 2, -11, -1, -2, -4, 1, 6
COc1ccc(/C=N/N2CCN(c3ccccc3OC)CC2)cc1OC
  0.6, -7, 0, -10, -14, 1, -18, 8, 1
Cc1ccc(-c2cc(-c3ccc(C)o3)nc(N)c2C#N)cc1
  0.3, -1, -11, -5, -5, 0, -11, 14, 0
CC(=O)N(Cc1ccc(F)cc1)c1cccc(C)c1C
  0.3, -5, -8, -5, -6, -10, 1, 9, -1
COc1ccc(C(=O)NC2CCN(S(=O)(=O)Cc3ccccc3)CC2)c(OC)c1
  0.6, -12, -5, -6, -8, 1, -15, 6, 0
S=c1nc2c(n[nH]1)c1ccccc1n2CCc1ccccc1
  0.0, -4, -18, 1, -1, 20*, -15, 11, 2
Cn1c(NC(=O)c2ccc(S(=O)(=O)N3CCOCC3)cc2)cc(=O)n(C)c1=O
  -0.1, -9, 0, 1, 5, 1, -2, 10, 1
CCNC(=O)/C=C/c1ccccc1[N+](=O)[O-]
  1.4, -6, -6, -5, -16, -6, -1, 15, 1
CC1CCc2sc(C(=O)NN=C3CCC(c4ccccc4)CC3)cc2C1 (stereo not drawn)
  -0.3, -7, -7, -1, 13, -7, -16, 6, 0
Cc1nc2ccccc2nc1N/N=C/c1ccc(O)cc1O
  0.7, 4, -5, 2, -10, -5, -14, 1, 1
Cc1ccc(S(=O)(=O)N/N=C\c2ccc([N+](=O)[O-])o2)cc1C
  1.5, -3, -9, -7, -11, -2, -6, 9, 6
COc1ccccc1C(OC(=O)c1ccco1)C(=O)NC(C)(C)C (stereo not drawn)
  0.0, -11, 1, 3, -5, -2, 7, 3, 0
O=C(Nc1ccc2c(c1)CN(Cc1ccco1)CC2)C1CCCO1 (stereo not drawn)
  1.4, -3, 5, -1, -3, -6, -3, -2, 2
CCOc1ccccc1NC(=O)Cn1c(C)cc(COC)c(C#N)c1=O
  0.5, -12, 0, 0, -1, -5, -7, 3, 1
O=C(OCc1nc2ccsc2c(=O)[nH]1)c1ccco1
  -0.5, 0, -2, -5, 21, 6, -2, 14, 1
Cc1ccc(S(=O)(=O)NCc2cccnc2)c(C)c1
  1.5, -11, -1, -1, -4, -2, -2, -4, 1
C/C(=N/NS(C)(=O)=O)c1ccc2ccccc2c1
  -0.2, -7, -11, -9, 2, -3, -3, 7, 1
COc1ccc(C(=O)O/N=C(\N)Cc2ccc(Cl)cc2Cl)cc1OC
  1.3, -8, 2, -2, -1, 0, -27, 3, 3
CC(OC(=O)c1cccc(-n2cnnn2)c1)C(=O)Nc1ccc(F)cc1 (stereo not drawn)
  0.2, -5, 12, 16, 18, -3, 12, -3, 1
Cc1c(CCOC(=O)CC23CC4CC(CC(C)(C4)C2)C3)sc[n+]1CC(=O)c1ccccc1
  0.2, -5, 13, 8, -10, -7, -23, -10, 0
O=C1NC(NS(=O)(=O)c2ccccc2)(C(F)(F)F)C(=O)N1Cc1cccnc1 (stereo not drawn)
  0.3, -5, 1, 7, 2, -3, -3, -1, 0
CN(C)c1cccc2c(S(=O)(=O)Nc3ccccn3)cccc12
  1.2, -21, -11, -9, -13, 0, -7, 8, 2
COc1ccc(CCn2c(C)nc3ccccc3c2=O)cc1OC
  3.4, -5, 0, 1, 21, -3, -10, -7, 7
CCCOc1cccc(C(=O)N/N=C/c2coc3ccccc3c2=O)c1
  -0.1, /, 30*, 4, 20, 0, /, 1, 2
COc1ccc2[nH]c(-c3ccc(C)cc3)cc(=O)c2c1
  0.0, 1, -5, 2, -12, -5, 4, 10, 2
O=[N+]([O-])c1ccc(N2CCN(c3ccc(O)cc3)CC2)c(Cl)c1
  3.3, -7, -10, -20, -7, -2, -6, 3, 5

Compound activity from PubChem.
